Screening results: PubChem BioAssay, several laboratories
Runt-SMMHC FRET: Runt domain-CBFb-SMMHC interaction inhibition; Q01196+Q13951; Cerulean-Runt/Venus-CBFb-SMMHC FRET ratio 530/480, 1 h; inhibition, % at 20 µM; 220,000 compounds, 0.74% hits;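 active = mean inhibition across duplicate retests at 20 µM reaching about 50%, limit read from the data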;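 note: 0% = DMSO wells and 100% = wells with excess untagged CBFb-SMMHC; inhibitors lower the FRET ratio by blocking Runt binding to CBFb-SMMHC; some results filed as inactive read as strong as hits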
RBBP9 inhibitor: blocks human serine hydrolase RBBP9; 220,000 compounds, 0.2% hits; O75884; recombinant RBBP9, FP-Rh probe fluorescence polarization; inhibition, % at 7.94 µM;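 active = inhibition above the campaign mean of all tested compounds plus 3 SD, cut at about 14% in these data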;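 note: plate controls were DMSO wells with RBBP9 for no effect and wells lacking RBBP9 protein for full effect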
Target sequence (O75884 whole entry, looked up): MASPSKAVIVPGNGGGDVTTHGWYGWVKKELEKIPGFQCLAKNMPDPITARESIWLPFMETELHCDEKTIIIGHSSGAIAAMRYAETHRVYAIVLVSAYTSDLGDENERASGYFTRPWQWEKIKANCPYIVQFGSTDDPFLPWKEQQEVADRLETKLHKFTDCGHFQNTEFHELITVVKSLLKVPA
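Assay system: recombinant human RBBP9; Reagent: Serine-hydrolase probe FP-Rh, 375 nM pre-mixing; Doses: 7.94 µM single dose, 0.794% DMSO; Incubation: 30 min then 45 min, 25 °C; Detection: fluorescence polarization (mP), excitation 525 nm, emission 598 nm; Evaluation: percent inhibition from mP, scaled between DMSO and no-protein wells.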
p97 inhibitor: inhibitors of human p97 ATPase. recombinant p97 ATPase, Kinase-Glo ATP luminescence, 3 h. 220,000 compounds, 0.42% hits. inhibition, % at 8 µM. P55072; in the data active = inhibition above about 15%;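 note: 0% = DMSO vehicle and 100% = wells lacking enzyme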
Target sequence (P55072 whole entry, looked up): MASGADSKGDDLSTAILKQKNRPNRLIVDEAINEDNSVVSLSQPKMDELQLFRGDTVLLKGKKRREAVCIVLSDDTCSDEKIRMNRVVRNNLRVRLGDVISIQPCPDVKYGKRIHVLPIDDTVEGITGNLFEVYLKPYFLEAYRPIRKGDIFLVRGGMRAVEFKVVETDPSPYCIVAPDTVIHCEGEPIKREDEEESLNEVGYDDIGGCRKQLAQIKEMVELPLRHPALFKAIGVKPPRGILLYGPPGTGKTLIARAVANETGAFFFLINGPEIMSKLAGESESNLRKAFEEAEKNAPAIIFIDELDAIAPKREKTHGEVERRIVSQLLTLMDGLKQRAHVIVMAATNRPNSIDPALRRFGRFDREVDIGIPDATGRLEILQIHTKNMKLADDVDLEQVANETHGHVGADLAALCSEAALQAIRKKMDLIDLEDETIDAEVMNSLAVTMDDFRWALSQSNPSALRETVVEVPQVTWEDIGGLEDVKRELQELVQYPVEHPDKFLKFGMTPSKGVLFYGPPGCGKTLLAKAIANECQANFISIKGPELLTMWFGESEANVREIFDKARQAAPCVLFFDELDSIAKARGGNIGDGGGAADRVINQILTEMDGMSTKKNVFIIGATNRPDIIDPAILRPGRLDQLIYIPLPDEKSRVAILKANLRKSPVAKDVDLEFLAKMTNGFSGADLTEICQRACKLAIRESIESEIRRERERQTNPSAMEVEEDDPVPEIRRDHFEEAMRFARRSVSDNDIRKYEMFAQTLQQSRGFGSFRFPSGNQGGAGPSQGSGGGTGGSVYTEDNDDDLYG
Runt-CBFb FRET: blocks binding of human RUNX1 Runt domain to CBFb; Q01196+Q13951; Cerulean-Runt/Venus-CBFb FRET ratio 530/480, 1 h; inhibition, % at 20 µM; 220,000 compounds, 0.46% hits; AID 1496;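 active = inhibition over about 50% at 20 µM in the single-dose screen, limit read from the data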;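 note: 0% = DMSO wells and 100% = excess unlabeled CBFb competitor control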
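Measured by: fluorescence energy transfer, 422 nm excitation, 530/480 nm emission; Assay system: Cerulean-Runt domain; Medium: Tris pH 7.5 buffer with BSA; Measure: loss of energy transfer signal; Controls: 5 µM unlabeled CBFb as full-inhibition high control; Incubation: protein complex preformed 1 h, compound exposure 1 h, room temperature, dark.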
NPY-Y1 antag: NPY-Y1 (human) receptor antagonism; P25929; HEK293-CNG Y1 cells, membrane potential fluorescence; NPY at EC95, then isoproterenol; inhibition, % at 3.6 µM; 200,000 compounds, 1% hits;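 active = inhibition above the campaign mean inhibition of all tested compounds plus 3 SD, cut at about 20% in these data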;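 note: 0% = DMSO wells given NPY plus isoproterenol and 100% = isoproterenol alone without NPY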
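Material: Y1- and CNG-channel-expressing HEK293 cells / Probe or stimulus: NPY 25 nM then isoproterenol 1 µM plus Ro 20-1724 25 µM / Doses: 3.6 µM single dose, DMSO 0.4% / Schedule: compound incubation 1 h at room temperature, readout 45 min post-stimulation / Signal: membrane potential fluorescence / Benchmarks: isoproterenol-only wells as full block versus NPY-plus-isoproterenol wells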
NPY-Y1 PAM-ag: potentiates or activates human NPY-Y1 receptor; activation, % at 3.6 µM; P25929; NPY-Y1 expressing cells, potentiator/agonist activation; 220,000 compounds, 0.37% hits; in the data active = activation above about 33%, passing the limit was not always enough;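 note: cells stimulated with NPY at EC10 then isoproterenol at EC100; 0% = low agonist plus stimulus and 100% = saturating agonist plus stimulus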
NPY-Y2 PAM-ag: human NPY-Y2 potentiation or agonism, primary screen. P49146. cells expressing NPY-Y2, potentiator/agonist read-out. activation, % at 3.6 µM. 220,000 compounds, 0.45% hits. AID 1359; in the data active = activation above about 27%;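 note: cells stimulated with NPY near EC25 plus isoproterenol at EC100; 0% = vehicle plus submaximal agonist and 100% = vehicle plus saturating agonist; some results beyond the cut were filed as inactive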
MDM2 E3 inh: blocks human Mdm2 ubiquitin ligase activity; Q00987; cell-based MDM2 ubiquitination luciferase reporter, 2 h; 0 = plate control, 100 = twice control, blank-subtracted; signal enhancement, % at 5 µM; 210,000 compounds, 0.11% hits;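 active = signal enhancement of 30% or more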;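 note: luminescence tracks abundance of the self-degrading MDM2-luciferase fusion protein; higher signal means inhibition of MDM2 E3 ligase activity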
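Timing – 2 h compound exposure at 37 °C · Assay system – mammalian cells stably expressing self-ubiquitinating, self-degrading MDM2 E3–luciferase fusion · Amount – 2000 cells seeded into each well · Measure – % luminescence enhancement versus blank-corrected plate control mean · Measured by – SteadyLite luminescence, 15 min reagent step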
Hck-Nef inh: human Hck-Nef kinase inhibition; P08631; Recombinant Hck-YEEI plus Nef, Z-Lyte FRET kinase assay; inhibition, % at 20 µM; 220,000 compounds, 0.68% hits; AID 463187;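 active = Hck-Nef kinase inhibition above about 50%, limit read from the data; inactive = inhibition below that limit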;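 note: 0% = DMSO with Hck plus Nef and 100% = Hck alone without Nef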
Numbers without * were called inactive; x = not tested or not shown. Rows were taken by chance; about 3.5% have a hit in one of these screens.

smiles | RBBP9 inhibitor | Runt-SMMHC FRET | Runt-CBFb FRET | p97 inhibitor | NPY-Y2 PAM-ag | Hck-Nef inh | NPY-Y1 PAM-ag | NPY-Y1 antag | MDM2 E3 inh
NC(N)=N/N=C/c1ccccc1OC(F)F | -7 | 1 | -1 | -1 | -3 | -1 | 9 | 9 | -8
Cc1cc(C)c(/C=N/NC(N)=O)c(C)c1/C=N/NC(N)=O | 8 | -2 | 2 | 3 | 9 | 1 | 5 | 4 | -17
Cc1sc2ncnc(N(C)Cc3cccs3)c2c1C | 0 | -1 | 1 | -1 | -9 | 2 | 16 | -1 | -2
CC(=O)Nc1ccc(-c2nc(C)c(C(C)=O)n2O)cc1 | -13 | 6 | 20 | 8 | 15 | 1 | 5 | 5 | -14
CCCOC(=O)C1=C(C)NC2=C(C(=O)C(C(=O)OC)C(C)C2)C1c1ccc(N(CC)CC)cc1 (configuration not stated) | 9 | 26 | 7 | 2 | 5 | 3 | 20 | 0 | -4
Cc1ccc(S(=O)(=O)NC(=O)c2ccccc2)cc1C(C)C | -4 | -2 | 1 | 4 | -5 | 19 | 5 | -1 | -1
N#CC(C(=O)OC1CCCCC1)c1nc2ccccc2nc1N1CCOCC1 (configuration not stated) | 9 | -19 | -20 | 1 | 0 | 0 | 2 | -4 | -3
Cc1cc(C)nc(NC(N)=NCCc2c[nH]c3ccccc23)n1 | -5 | 1 | -2 | 4 | -9 | 19 | 2 | 5 | -33
CCCCn1c(SCC(=O)Nc2cc(C)on2)nnc1-c1cccs1 | -4 | -6 | -1 | 5 | -5 | 11 | 1 | x | x
COc1ccc(NC(=O)Nc2cc(NC(=O)Nc3ccc(OC)cc3)c(C)nc2C)cc1 | 1 | 6 | -2 | 4 | 16 | 20 | 27 | -12 | 1
Cc1cc(C(=O)Cn2nnc3ccccc3c2=O)c(C)n1-c1ccccc1F | -6 | 1 | 3 | -1 | 4 | -1 | -1 | 3 | -28
O=C(Nc1ccccc1)c1ccncc1 | -1 | -1 | 2 | 11 | 12 | 4 | 0 | 1 | -21
COc1ccc(CN=C(NS(=O)(=O)c2cccs2)SC)cc1 | -14 | -1 | 0 | 3 | 0 | -3 | 4 | 2 | -7
CC(=O)C1=C(C)N(CC2CC2)C(=O)N[C@H]1c1cccs1 | -7 | -1 | 1 | 11 | -1 | -2 | 8 | -7 | x
CNS(=O)(=O)c1cccc(C(=O)OCC(=O)c2cc3ccccc3o2)c1 | 3 | -2 | 0 | 3 | 6 | 11 | 24 | -2 | -34
CC(C)CN(CC(C)C)S(=O)(=O)N1CCC(C(=O)NCc2cccs2)CC1 | 0 | -2 | -3 | 2 | 2 | 2 | -2 | -2 | -10
COc1ccc(C(=O)CN2C(=O)c3ccccc3C2=O)cc1 | -1 | 1 | 1 | 0 | 3 | -1 | 8 | x | -2
CC(OC(=O)c1ccc(S(=O)(=O)NCc2ccco2)cc1)C(=O)Nc1ccc(Cl)cn1 (configuration not stated) | -3 | -8 | 0 | 0 | 10 | 3 | 5 | 8 | -19
OCCN1CCN(CCSc2ccccc2)CC1 | -8 | -8 | -2 | 4 | 8 | 0 | 14 | -3 | 0
CC(=O)Nc1cccc(NC(=O)Cc2nc(-c3ccccc3)sc2-c2ccc(C)cc2)c1 | -37 | 0 | -2 | 2 | -1 | 3 | 14 | -9 | 5
CCN(CC)CC(O)c1cccn1-c1ccc(CNC(=O)NC(C)C)cc1 (configuration not stated) | -10 | 0 | 0 | 3 | -3 | 3 | 9 | -3 | 7
Cc1cc(Cl)ccc1Oc1ncc(-c2ccc(Cl)cc2)cn1 | -6 | 0 | -2 | 0 | -2 | 1 | -10 | 7 | 14
COc1ccc(N=C2C(=Nc3ccc(OC)cc3)N(c3ccc(OC)cc3)C(=S)N2C(=O)c2ccc(OC)cc2)cc1 | 6 | 3 | 0 | 6 | 8 | 8 | -9 | -3 | 6
O=C(Nc1ccccc1N1CCCCC1)c1ccccc1F | -10 | -6 | -2 | -3 | 2 | 1 | -12 | 9 | -2
O=[N+]([O-])c1cc(-c2ncccn2)cs1 | -7 | -1 | 0 | 2 | -5 | 4 | -2 | 2 | 3
Cc1cc(C)cc(OCc2nnc(SCC(=O)N3CCN(c4ccccc4)CC3)o2)c1 | 0 | -5 | 0 | -4 | -9 | 0 | -22 | 21* | -3
CCC(=O)Nc1ccc(-c2nnc(SCC(=O)Nc3nccs3)n2C)cc1 | -1 | 7 | 4 | 0 | 11 | 1 | 13 | -3 | 7
O=S(=O)(c1ccc2nc(Cc3cccc(C(F)(F)F)c3)[nH]c2c1)N1CCOCC1 | -6 | 1 | -1 | -3 | -4 | 1 | 8 | 1 | -7
Cc1ccc([N+](=O)[O-])cc1NC(=O)CN(C(=O)c1ccccc1Cl)C1CCCCC1 | -5 | 2 | 3 | 3 | 11 | 1 | -9 | 50* | -8
O=[N+]([O-])c1ccc2c(c1)C=C1CCCCC1(N1CCCC1)O2 (configuration not stated) | 0 | -3 | 1 | 1 | 11 | 3 | 6 | 1 | -4

Three compounds already listed, sorted by heavy-atom count, largest number first:
smiles | RBBP9 inhibitor | Runt-SMMHC FRET | Runt-CBFb FRET | p97 inhibitor | NPY-Y2 PAM-ag | Hck-Nef inh | NPY-Y1 PAM-ag | NPY-Y1 antag | MDM2 E3 inh
O=[N+]([O-])c1ccc2c(c1)C=C1CCCCC1(N1CCCC1)O2 (configuration not stated) | 0 | -3 | 1 | 1 | 11 | 3 | 6 | 1 | -4
CC(=O)C1=C(C)N(CC2CC2)C(=O)N[C@H]1c1cccs1 | -7 | -1 | 1 | 11 | -1 | -2 | 8 | -7 | x
O=C(Nc1ccccc1)c1ccncc1 | -1 | -1 | 2 | 11 | 12 | 4 | 0 | 1 | -21

Later entries
smiles | RBBP9 inhibitor | Runt-SMMHC FRET | Runt-CBFb FRET | p97 inhibitor | NPY-Y2 PAM-ag | Hck-Nef inh | NPY-Y1 PAM-ag | NPY-Y1 antag | MDM2 E3 inh
Cc1onc(-c2c(Cl)cccc2Cl)c1C(=O)c1ccc(F)cc1 | -3 | 2 | 0 | 2 | 9 | 2 | -16 | x | -11
O=c1cc(NCCc2ccccc2)c2ccccc2o1 | -3 | 3 | 0 | 4 | 3 | 34 | 12 | 1 | -4
Cc1ccc(NS(=O)(=O)c2cccc(C(=O)NNC(=O)NC3CCCCC3)c2)c(C)c1 | 2 | 6 | 0 | 7 | 2 | 5 | -18 | 6 | -22
Fc1ccc(-c2csc(-c3ccc(C4SCCS4)cc3)n2)cc1F | -10 | -6 | -2 | 3 | -22 | 8 | -5 | x | 11
Oc1ccc(-c2nc3ccccn3c2NCc2ccco2)cc1 | 6 | 2 | 1 | 3 | -4 | 2 | -15 | 1 | -28
Cc1nc2c(C(=O)NCc3ccc4c(c3)OCO4)c[nH]n2c(=O)c1Cc1ccccc1F | 0 | -2 | -7 | -3 | -16 | 2 | -6 | 13 | -1
Cc1ccc(CC2CC(=O)N(c3ncccn3)C2=O)cc1 (configuration not stated) | -5 | -2 | -2 | 3 | 5 | 20 | 14 | x | -1
Cc1cc(OCC(=O)Nc2ccncc2)c(C)cc1Br | -7 | 0 | -2 | -2 | 25 | 8 | 13 | 4 | -17
CC(C)n1c(=S)[nH]c2scc(-c3cccs3)c2c1=O | -9 | -12 | 8 | -1 | -9 | 98* | -6 | x | -12
Cc1onc(-c2ccc(Cl)cc2)c1-c1ccnn1S(=O)(=O)c1ccc(Cl)cc1 | -1 | 0 | 0 | 4 | -24 | 13 | -8 | x | -1
CN(C)/C=C1\C(=O)ON=C1c1ccccc1 | -2 | 1 | 2 | -1 | -1 | 23 | -5 | 4 | 4
COC(=O)c1ccccc1NC1OC(=O)c2ccccc21 (configuration not stated) | 0 | -1 | -1 | -2 | -5 | 1 | -5 | -1 | -6
COc1ccc(Nc2nc(N)nc(CN3CCN(c4ccc(F)cc4)CC3)n2)cc1 | -4 | 4 | 0 | -1 | 7 | 20 | -7 | -6 | -17
N#Cc1nc(COc2ccc(Cl)cc2)oc1NCc1ccc2c(c1)OCO2 | -9 | 5 | 1 | 0 | -16 | 1 | -3 | 0 | -23
Cc1cc(NC(=O)c2ccc(F)cc2F)n(-c2nc3ccccc3[nH]2)n1 | 2 | 0 | 3 | -2 | -9 | 3 | 0 | -3 | -19
CN(CCC#N)Cc1cc(=O)oc2ccc3ccccc3c12 | 3 | 2 | -1 | 10 | -9 | 14 | -11 | x | -14
CN(C)CCCN(C(=O)c1ccc2c(c1)CCCC2)c1nc2c(F)cccc2s1 | -1 | 2 | 3 | 0 | -3 | 2 | -24 | 15 | -6
CC1=CC(=O)C(C(C)C)=C/C1=N/OS(=O)(=O)c1ccccc1 | 3 | -4 | 6 | 6 | 63* | 11 | 35 | x | -78
COC(=O)c1ccc(-c2noc(CN(C)Cc3ccncc3C)n2)cc1 | -11 | 3 | -2 | -3 | 5 | 22 | -2 | -2 | -3
O=C(CSc1nnc(-c2c[nH]c3ccccc23)n1CC1CCCO1)Nc1ccc2c(c1)OCCO2 (configuration not stated) | -4 | 2 | 1 | -2 | -22 | 3 | -12 | -1 | -6
NS(=O)(=O)c1cccc(NC(=S)NCc2ccccc2)c1 | -5 | 3 | -1 | 3 | 6 | 22 | 23 | -4 | 4

Compound profiles, as listed above.
N#Cc1nc(COc2ccc(Cl)cc2)oc1NCc1ccc2c(c1)OCO2 in the list: RBBP9 inhibitor = -9; Runt-SMMHC FRET = 5; Runt-CBFb FRET = 1; p97 inhibitor = 0; NPY-Y2 PAM-ag = -16; Hck-Nef inh = 1; NPY-Y1 PAM-ag = -3; NPY-Y1 antag = 0; MDM2 E3 inh = -23
CCCCn1c(SCC(=O)Nc2cc(C)on2)nnc1-c1cccs1 in the list: RBBP9 inhibitor = -4; Runt-SMMHC FRET = -6; Runt-CBFb FRET = -1; p97 inhibitor = 5; NPY-Y2 PAM-ag = -5; Hck-Nef inh = 11; NPY-Y1 PAM-ag = 1; NPY-Y1 antag = x; MDM2 E3 inh = x
